From PubChem
NOD2 RIPK2 PPI = NOD2-RIPK2 protein interaction inhibition; inhibition, % at 4.98 µM; CHO BLA complementation NOD2-RIPK2, CCF4 ratio; 0.38% of 360,000 active; in the data active = inhibition above about 21%;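 note: 0% = vehicle only and 100% = reference blocker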
NR2F2 inh = blocks human COUP-TFII nuclear receptor; P24468; HEK293T NGFI-A luciferase reporter, luminescence; inhibition, % at 8.6 µM; 0.7% of 370,000 active; AID 686940;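 active = inhibition above a per-plate cutoff, mean inhibition of test wells between control levels plus 3 SD, cut at about 38% in these data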;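 note: cells cotransfected with COUP-TFII expression vector driving the NGFI-A reporter; 0% = median of COUP-TF2 test wells and 100% = reporter-only cells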
NCOA2 inhibitor = human SRC2 (NCOA2) inhibition; Q15596; HEK293 GAL4-SRC2 luciferase reporter, luminescence; inhibition, % at 9 µM; 0.17% of 370,000 active;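 active = inhibition above the mean inhibition of all tested compounds plus 3 SD, set per campaign, cut at about 52% in these data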;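 note: 0% = DMSO treated cells and 100% = cells given Gossypol at 36 µM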
NCOA3 inh = inhibitors of human steroid receptor coactivator 3 (SRC3); Q9Y6Q9; HEK293 GAL4-SRC3 luciferase reporter, luminescence; inhibition, % at 3.6 µM; 0.17% of 360,000 active;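 active = inhibition above a per-campaign cutoff, the mean of all compounds plus 3 SD, cut at about 60% in these data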;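 note: 0% = DMSO-treated cells and 100% = gossypol-treated cells at 36 µM; higher means less SRC3-driven luciferase light from the GAL4 reporter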
LRH-1 inv ag = suppresses constitutive activity of human LRH-1 | HEK293T StAR-luciferase reporter, LRH-1 transfected, 24 h | inhibition, % at 3.6 µM | 0.13% of 360,000 active;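 active = inhibition above the mean inhibition of all tested compounds plus 3 SD, cut at about 73% in these data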;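 note: 0% = DMSO wells and 100% = reporter-only cells lacking LRH-1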
LMP1 NFkB inh = Epstein-Barr LMP1 NF-kappaB reporter inhibition. 0.69% of 350,000 active. LMP1-induced NF-kappaB luciferase reporter cells, luminescence. inhibition, % at 12.5 µM; in the data active = inhibition above about 41%;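 note: 0% = neutral control wells and 100% = reference inhibitor control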
TROY signal inh = inhibitors of TROY-dependent NF-kB signaling; Q293 LMP1-TROYcd NF-kB luciferase reporter, 4 h; inhibition, % at 10 µM; 0.98% of 360,000 active;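 active = compounds whose plate-normalised and pattern-corrected inhibition of the luciferase reporter signal at the single screening dose is 50% or more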
TLR9-MyD88 block = inhibitors of human TLR9-MyD88 binding | 0.21% of 340,000 active | Q9NR96+Q99836 | CHO BLA complementation TLR9-MyD88, CCF4 FRET ratio | inhibition, % at 4.98 µM | AID 504734;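 active = inhibition above the mean over all tested compounds plus 3 SD, cut at about 21% in these data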;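 note: 0% = DMSO only wells and 100% = clavulanate BLA inhibitor control wells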
SRC1 inh = inhibitors of human steroid receptor coactivator 1 (SRC1); inhibition, % at 3.6 µM; HEK293 GAL4-SRC1 luciferase reporter, luminescence; AID 588354; 0.12% of 360,000 active; Q15788;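 active = inhibition above the campaign mean plus 3 SD, with each screening campaign given its own cutoff, cut at about 60% in these data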;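 note: 0% = DMSO treated cells and 100% = gossypol at 36 µM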
C8 TRAIL sens = sensitizes caspase-8 expressing cells to TRAIL | inhibition (viability loss, TRAIL sensitization), % at 10 µM | AID 624354 | NB7+C8 cells + TRAIL, ATPlite viability luminescence | 1% of 360,000 active;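 active = compounds causing at least 50% loss of cell viability in the single-dose screen, relative to plate controls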
TWEAK-Fn14 inh = TWEAK-Fn14 signaling inhibition. 2% of 360,000 active. TWEAK-stimulated Fn14 reporter cells, luciferase luminescence, 8 h. inhibition, % at 10 µM. AID 1159606; in the data active = inhibition above about 50%
The depositor's hits bear a star; nt = not tested or not shown. Some of the compounds tested; the hit share may differ from the screen's.

[1] CCOC(=O)C(C)Sc1nc(=O)n2cccc(C)c2n1 (configuration not stated)
[2] CC[C@]12c3[nH]c4cc(CCC(=O)N(C)C)ccc4c3CCN1C(=O)[C@@H](CC(=O)NCc1cccc(C(F)(F)F)c1)C[C@@H]2C(=O)N1CCN(C(=O)c2ccco2)CC1
[3] COc1cccc(N2[C@@H](CC(=O)O)c3ccccc3S2(=O)=O)c1
[4] Cc1ccc(N2C(=O)N(CC(=O)Nc3ccc(C)cc3Cl)C(=O)C2C)cc1 (configuration not stated)
[5] Oc1c(C(Nc2nccs2)c2ccc(C(F)(F)F)cc2)ccc2cccnc12 (configuration not stated)
[6] O=C(CN1CCN(C(=O)c2cccc(F)c2)CC1)Nc1ccccc1F
[7] Cc1cc(C)c(NC(=O)COC(=O)Cc2ccsc2)c(C)c1
[8] CC(=O)Nc1cccc(C(=O)OC(C)C(=O)Nc2ccc(S(=O)(=O)N3CCCC3)cc2)c1 (configuration not stated)
[9] CN(C)c1ccc(/C=N/NC(=O)CCC(=O)NCc2ccccc2)cc1
[10] CCCCN(CCCNC(=O)C1CCCN(S(=O)(=O)CCC)C1)Cc1ccccc1 (configuration not stated)

entry no.	1	2	3	4	5	6	7	8	9	10
NOD2 RIPK2 PPI	-11	-2	-9	4	11	-1	0	-3	7	1
NR2F2 inh	5	-30	6	-16	13	4	-3	-13	-2	15
NCOA2 inhibitor	-17	-4	-2	4	6	-22	9	3	14	-34
NCOA3 inh	1	-4	-13	-7	25	-2	-9	-1	4	-9
LRH-1 inv ag	-1	1	7	0	26	-5	17	13	1	-8
LMP1 NFkB inh	-6	-2	25	-1	73*	-6	7	0	-2	11
TROY signal inh	-26	-12	-16	-11	1	11	-7	-12	1	20
TLR9-MyD88 block	21	0	3	3	8	-8	4	-10	-8	-3
SRC1 inh	-6	-3	-4	-2	16	-15	1	-11	-19	-9
C8 TRAIL sens	-2	12	-7	9	11	-11	-8	-8	6	-8
TWEAK-Fn14 inh	-13	9	5	-6	9	9	9	-4	2	-13

[11] C[C@@H]1C(c2cccc(Cl)c2)=NN(c2ccccc2)[C@H]1C(=O)N1CCOC1=O
[12] COc1cc(/C=C(\C#N)C(=O)NC(C)C)ccc1OCc1ccc(C(=O)O)cc1
[13] CCOc1ccc(NC(=O)N2CC=C(n3c(=O)[nH]c4ccccc43)CC2)cc1
[14] COc1ccccc1N(CC(=O)NC(C)(C)C)C(=O)Cn1nnc(-c2ccc(C)o2)n1
[15] COc1cc(OC)c(C(=O)OCC(=O)NC23CC4CC(CC(C4)C2)C3)cc1OC
[16] Cc1c(C=O)c(C=O)c(C)n1Cc1ccccc1
[17] Nc1nc(Nc2ccccc2F)nc(N2CCOCC2)c1[N+](=O)[O-]
[18] Cc1ccc(Sc2ncccc2NC(=O)c2ccccc2Cl)cc1
[19] CCCC1=Nc2cc(C(=O)N3CCC(C(N)=O)CC3)ccc2Sc2ccccc21
[20] O=S1(=O)CCN2C(Cc3ccc(SC(F)F)cc3)=CSC2=N1

entry no.	11	12	13	14	15	16	17	18	19	20
NOD2 RIPK2 PPI	12	-1	-2	6	-3	1	-7	-5	-20	4
NR2F2 inh	5	-10	0	13	-8	15	5	10	13	7
NCOA2 inhibitor	-6	-8	-20	9	4	-2	6	-3	23	-13
NCOA3 inh	5	0	19	-9	-1	11	2	2	-1	13
LRH-1 inv ag	-17	-13	27	11	6	6	9	3	-7	-11
LMP1 NFkB inh	-3	-5	3	7	0	1	1	-2	-7	-3
TROY signal inh	7	-2	9	-9	5	12	-27	11	-4	15
TLR9-MyD88 block	-4	-3	3	10	-11	6	-1	nt	-17	-3
SRC1 inh	-16	14	-4	-17	-2	7	-5	1	-8	4
C8 TRAIL sens	4	-8	1	-4	-3	28	-12	31	-3	16
TWEAK-Fn14 inh	5	-18	2	1	-28	21	-7	9	6	-1

[21] CCCCNS(=O)(=O)c1cccc(S(=O)(=O)N2CCCC2)c1
[22] O=C(/C=C1\NC2(CCCC2)Cc2ccccc21)N1CCOCC1
[23] CC(C)Cn1c(N)c(C(=O)CSc2ncccn2)c(=O)n(C)c1=O
[24] Cc1ccc2[nH]c(C)c(CCNC(=O)NC3CCCCC3)c2c1
[25] CC(C)NC(=O)COc1coc(CN2CCN(C(=O)c3ccco3)CC2)cc1=O
[26] O=C1NC[C@H](Cc2ccc(O)cc2)N(C[C@@H]2CCCN2C[C@H](Cc2ccccc2)N2C[C@H](Cc3ccc(O)cc3)N(CC3CCCCC3)C(=O)C2=O)C1=O
[27] O=C(c1cc(-c2ccc(Cl)cc2)n(-c2ccc(Cl)c(Cl)c2)n1)N1CCOCC1
[28] CCn1cc(C(=O)NCCCOC)c(=O)c2cc(S(=O)(=O)N(C)C3CCCCC3)ccc21
[29] CCCCCC(=O)Nc1ccc2oc(-c3ccncc3)nc2c1
[30] Cc1cccc(-c2nnc(SCc3ccc(C#N)cc3)n2Cc2ccco2)c1

entry no.	21	22	23	24	25	26	27	28	29	30
NOD2 RIPK2 PPI	1	-8	-3	10	-6	4	-2	-7	7	-9
NR2F2 inh	15	9	-29	25	1	-15	-1	-5	-20	4
NCOA2 inhibitor	2	-15	-6	32	-13	7	10	-28	-29	-9
NCOA3 inh	15	-1	-3	4	-12	nt	-3	-4	-7	-10
LRH-1 inv ag	10	21	-20	-33	6	12	4	13	-27	-1
LMP1 NFkB inh	-4	5	-3	4	-8	nt	-2	0	2	12
TROY signal inh	1	5	-33	0	3	17	-6	-1	nt	4
TLR9-MyD88 block	-1	0	7	1	1	nt	1	5	0	-5
SRC1 inh	1	-7	-10	12	4	nt	-32	0	-23	-10
C8 TRAIL sens	-1	-7	1	0	14	-29	-7	7	3	-5
TWEAK-Fn14 inh	-1	16	2	-3	4	8	-39	6	-4	5

[31] Cc1onc(-c2ccccc2Cl)c1C(=O)OCC(=O)c1ccccc1
[32] COc1ccc(CNc2nc(=S)[nH]c3cc(OC)c(OC)cc23)cc1
[33] CCOc1cc(C2C(C(C)=O)=C(O)C(=O)N2CCc2c[nH]c3ccccc23)ccc1O (configuration not stated)
[34] O=S(=O)(c1ccc(Cl)cc1)N1CCC2(CC1)CO2
[35] O=C(CSc1nc2ccccc2c(=O)n1-c1ccc(F)cc1)Nc1cc(S(=O)(=O)N2CCOCC2)ccc1Cl
[36] COc1cc(N(C)C)c([N+](=O)[O-])cc1C(=O)N1CCOCC1
[37] Cc1onc(-c2c(Cl)cccc2Cl)c1NC(=O)N1CCSCC1
[38] Cc1cc(C)n(C(=O)CNC(=O)CCc2ccccc2)n1
[39] CCCSc1ccccc1C(=O)N1CCN(C(=O)c2ccco2)CC1
[40] Cc1ccc(S(=O)(=O)c2c(N)n(NC(=O)c3ccccc3C)c3nc4ccccc4nc23)cc1

entry no.	31	32	33	34	35	36	37	38	39	40
NOD2 RIPK2 PPI	-6	-6	-5	1	5	0	-7	5	-2	-7
NR2F2 inh	-3	9	17	-1	-3	-3	-54	-9	-3	-6
NCOA2 inhibitor	-28	27	4	12	-13	9	-48	-4	8	13
NCOA3 inh	2	-11	3	-4	2	11	4	-12	5	-9
LRH-1 inv ag	-12	6	-5	4	0	-7	-2	7	3	-8
LMP1 NFkB inh	-7	-1	4	0	4	3	2	5	3	7
TROY signal inh	-25	-15	-14	3	-1	-6	5	-4	-5	-39
TLR9-MyD88 block	1	-5	-7	-9	-7	0	7	4	3	-4
SRC1 inh	-8	-24	14	-4	1	-5	1	-44	-15	-26
C8 TRAIL sens	-13	11	-10	-2	6	0	-4	-4	-13	9
TWEAK-Fn14 inh	-3	-17	-8	6	-13	-4	9	6	-5	14

[41] CCOC(=O)Nc1ccc2c(COC(=O)C(NS(=O)(=O)c3ccc(Cl)cc3)C(C)O)cc(=O)oc2c1 (configuration not stated)
[42] CCCCCNC(=O)C(c1cccc2ccccc12)n1c(=O)c(-c2ccco2)nc2ccccc21 (configuration not stated)
[43] CC(=O)Nc1ccc(NC(=O)C2CCCN2S(=O)(=O)c2cccc(C(F)(F)F)c2)cc1 (configuration not stated)
[44] CC(C)C[C@H](NC(=O)Nc1ccccc1F)C(=O)O

entry no.	41	42	43	44
NOD2 RIPK2 PPI	8	-4	4	-3
NR2F2 inh	-16	-11	2	-1
NCOA2 inhibitor	-29	17	-32	6
NCOA3 inh	11	nt	1	16
LRH-1 inv ag	-27	25	1	10
LMP1 NFkB inh	-1	nt	3	-3
TROY signal inh	2	nt	15	3
TLR9-MyD88 block	-9	nt	-1	-7
SRC1 inh	0	nt	10	-6
C8 TRAIL sens	13	-2	5	-20
TWEAK-Fn14 inh	-12	nt	7	-10
